Screening results: PubChem, National Center for Advancing Translational Sciences (NCATS)
ALDH1A1 block = inhibitors of human aldehyde dehydrogenase 1A1; Potency, µM (series often up to 75.3 µM), inactives show at the top dose activity, negative = inhibition, usual class: inhibitors; P00352; 220,000 tested, 7.3% active; Purified ALDH1A1, NADH fluorescence, propionaldehyde substrate; active = well fitted inhibition curve with a large enough effect, not every such curve was filed as active; inconclusive = small, poorly fitted or top-dose-only effect, or another doubt; inactive = no such curve, though single readings can be large or run the other way;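 note: plate controls were no enzyme wells and a reference inhibitor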
NPSR antag = blocks cAMP signaling of the human neuropeptide S receptor; CHO-NPSR cells, cAMP TR-FRET, antagonist mode; Potency, µM (titrated, usually from 38.3 µM), for the others: top-dose activity change, negative = inhibition, usual class: inhibitors; 220,000 tested, 1% active; AID 1461; note: % is set by controls: 0 for no effect and ±100 for the full control effect; nearly all actives have a fitted effect of over 50% in size; many of its hits are not listed in these tables
Target sequence (Q6W5P4 whole entry, looked up): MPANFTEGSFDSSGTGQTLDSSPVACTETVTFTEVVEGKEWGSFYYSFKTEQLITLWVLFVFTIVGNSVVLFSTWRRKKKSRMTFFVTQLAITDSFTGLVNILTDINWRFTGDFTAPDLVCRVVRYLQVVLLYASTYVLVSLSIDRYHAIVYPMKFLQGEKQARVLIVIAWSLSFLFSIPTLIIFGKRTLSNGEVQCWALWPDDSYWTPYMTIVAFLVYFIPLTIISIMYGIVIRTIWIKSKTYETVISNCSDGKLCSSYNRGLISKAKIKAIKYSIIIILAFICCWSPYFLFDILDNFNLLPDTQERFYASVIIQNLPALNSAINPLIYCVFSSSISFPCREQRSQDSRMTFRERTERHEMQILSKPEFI
GAA inhib = blocks human lysosomal alpha-glucosidase; P10253; purified human GAA, 4-MU-alpha-glucoside fluorescence; Potency, µM (titrated, usually from 76.9 µM), without a hit: at the top dose activity change, negative = inhibition, usual class: inhibitors; 200,000 tested, 0.005% active; AID 1466;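 note: plate controls were uninhibited enzyme wells for no effect and no-enzyme background for full effect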
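qHTS format, compound range up to 77 uM. Human lysosomal enzyme at 4 nM, 400 uM 4-MU glucoside substrate, pH 5.0, 20 min room temperature; fluorescence after alkaline stop gives activity normalized to controls.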
Tau fluor counter = counter-screen for tau fibril formation inhibitors; tau K18 P301L Alexa594 fluorescence, heparin fibrillization; Potency, µM (doses to about 57.7 µM), without a hit: at the top dose activity change, negative = decrease; 280,000 tested, 0.93% active; AID 1463; note: % is set by controls: 0 for no effect and ±100 for the full control effect; nearly all actives have a fitted effect of over 55% in size
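Human tau K18 P301L (15 uM unlabeled, 0.24 uM Alexa 594-labeled) in 100 mM sodium acetate pH 7 with 20 uM heparin, 6 hr at 37 C. ThT 30 uM added, 1 hr ambient; Alexa 594 FP and total fluorescence read at 555/632 nm.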
Epigenetic derep = epigenetic control regulation, reporter derepression; Potency, µM (highest dose often 53.9 µM), inactives show at the top dose GFP activation, usual class: activators; murine LDR cells, GFP reporter derepression, 30 h; AID 1865; 280,000 tested, 0.2% active; note: % of control where 0% means no effect; nearly all actives have a fitted effect of over 60% in size
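Murine LDR cells carrying a silenced, genomically integrated CMV-driven GFP reporter were exposed to compound for 30 hours at 37 C. After PBS washes, GFP-positive cells (20–120 um objects) were counted by laser-scanning microplate cytometry.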
aGlu spleen mod = inhibitors or activators of human alpha-glucosidase in spleen homogenate | P10253 | human spleen homogenate, 4-MU-alpha-glucoside fluorescence | Potency, µM (top dose mostly 79.9 µM), without a hit: at the highest dose activity change, negative = inhibition, hits mostly inhibitors | 240,000 tested, 0.006% active;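 note: 0% = enzyme with vehicle and -100% = no enzyme basal signal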
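AC50 values come from Hill-equation fits of concentration-response data, normalized to no-enzyme and full-activity controls. Enzyme source: 1 ug human spleen homogenate; 1 mM fluorogenic 4-MU glucoside, pH 5.0 citrate buffer, 37 C, 40 min.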
GAA glycogen mod = GAA glycogen-cleavage inhibition or activation. recombinant GAA, glycogen substrate, Amplex Red glucose oxidase fluorescence. Potency, µM (titrated, usually from 76.4 µM), for inactives: at the top dose activity change, negative = inhibition, most hits filed as inhibitors. 300,000 tested, 0.38% active. AID 2100;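 note: 0% = full enzyme reaction and -100% = no-enzyme basal signal; the screen sought inhibitors and activators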
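Recombinant human enzyme (4 nM); glycogen substrate; 37 C, 40 min, pH 5.0. Readout: coupled glucose oxidase/Amplex Red fluorescence.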
aGal spleen mod = inhibits or activates alpha-galactosidase in human spleen homogenate | P06280 | human spleen homogenate, 4MU-alpha-Gal fluorescence, 40 min | Potency, µM (top dose mostly 80 µM), inactives show top-dose activity change, negative = inhibition, hits mostly inhibitors | 240,000 tested, 0.008% active | AID 2107;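 note: 0% = enzyme with vehicle and -100% = no enzyme basal signal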
Target sequence (P06280 32-429 limits assumed): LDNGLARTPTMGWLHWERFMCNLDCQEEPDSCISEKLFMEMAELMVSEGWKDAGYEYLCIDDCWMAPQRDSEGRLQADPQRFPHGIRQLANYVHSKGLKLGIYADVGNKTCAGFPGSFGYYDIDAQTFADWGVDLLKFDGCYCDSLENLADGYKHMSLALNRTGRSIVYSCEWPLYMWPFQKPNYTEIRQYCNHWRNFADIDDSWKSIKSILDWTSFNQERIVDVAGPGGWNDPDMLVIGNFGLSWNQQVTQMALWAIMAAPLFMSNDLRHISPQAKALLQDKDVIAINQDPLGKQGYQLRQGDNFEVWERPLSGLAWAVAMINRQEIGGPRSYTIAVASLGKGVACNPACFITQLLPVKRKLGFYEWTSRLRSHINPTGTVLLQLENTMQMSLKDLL
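Human spleen homogenate (1 ug) was the enzyme source, with 4-methylumbelliferyl-alpha-D-galactopyranoside (1 mM final) in pH 5.0 citrate buffer with 0.01% Tween-20. Compounds were titrated; after 40 min at 37C, NaOH/glycine stop, 4-MU fluorescence read; AC50 from Hill fits.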
The depositor's hits bear a star; ? = inconclusive; nt = no result given; [ ] = dose if it differs, or a comment. Unless noted, calls come from the whole dose curve; as a rule, active = well fitted curve in the direction sought with a large enough effect; inconclusive = small, poorly fitted or top-dose-only effect, or another doubt; inactive = no such curve, though single readings can be large; an effect the other way counts as inactive or inconclusive. Potency is the fitted concentration of half-maximal effect. These rows are one share of the data. The share of hits here may be higher or lower than overall.

Values run as follows: NPSR antag	Epigenetic derep	aGal spleen mod	Tau fluor counter	GAA glycogen mod	GAA inhib	ALDH1A1 block	aGlu spleen mod
CCN(c1ccccc1)S(=O)(=O)c1cnc[nH]1
    -6%[46.1 µM]	-0.9%	18%	4%	-1%	1%	7%	1%
CCOCCCn1c(SCC(=O)/C(C#N)=C(\C)N)nc2ccccc2c1=O
    4%	-0.1%	-19%	-16%	-3%	-5%	?	-11%
N#CCSc1nc2cc(C(=O)N3CCCC3)ccc2c(=O)n1Cc1ccccc1
    -8%[46.1 µM]	-0.9%	1%	-7%	3%	-6%	2.8µM*	3%
CCN(CC)c1ccc(/C=N/n2c(-c3ccccc3Br)n[nH]c2=S)cc1
    ?	0.1%	-2%	-28%	?	nt	nt	-1%
Cc1nc(S/C(=C\c2ccc(-c3ccc(C(=O)O)c(Cl)c3)o2)C(=O)O)n[nH]1
    13%	0.1%	2%	-7%	-6%	nt	nt	1%
COc1ccc(OC)c(-c2cc(C(=O)Nc3c(C)nn(Cc4ccccc4C)c3C)no2)c1
    -24%[46.1 µM]	0.8%	-6%	-16%	-16%	-6%	?	-1%
COc1ccc(C)cc1-n1nnnc1SCC(=O)NC(=O)NCc1ccco1
    -17%[46.1 µM]	0.0%	-2%	-9%	4%	1%	13µM*	-5%
CNC(=O)CCSSCCC(=O)NC
    4%	-0.6%	4%	1%	-14%	0%	8%	12%
Nc1ccc(CCc2nc3ccccc3o2)cc1
    -8%[46.1 µM]	0.5%	3%	-22%	2%	2%	-1%	2%
COc1ccc2c(/C=N/NS(=O)(=O)c3ccc(C)cc3)c[nH]c2c1
    -2%[7.67 µM]	-0.3%	11%	13µM*[quencher]	8.9µM*	nt	nt	3%
O=C(NNc1ncccc1Cl)c1c(Cl)cccc1Cl
    -4%	-0.1%	1%	3%	?	-5%	16%	nt
O=C(COC(=O)CC(c1ccccc1)c1ccccc1)Nc1cccc(F)c1
    -25%	0.0%	1%	?	-12%	-2%	5%	-3%
O=C(CN1CCCCCC1)NCc1ccccc1
    13%	0.0%	7%	2%	17%	-6%	6%	8%
CC(C)(C)c1cc(C(=O)N/N=C/c2ccccc2O)n(-c2ccccc2)n1
    -24%	-1.9%	4%	-25%	2%	-4%	-9%	1%
COC(=O)[C@@]1(Cc2ccccc2)[C@H]2c3cc(C(=O)N4CCCC4)n(CC4CC4)c3C[C@H]2CN1C(=O)c1ccccc1
    nt	-0.5%	-2%	-8%	nt	nt	-2%	8%

A different layout for part of the listing above.
Compound	NPSR antag	Epigenetic derep	aGal spleen mod	Tau fluor counter	GAA glycogen mod	GAA inhib	ALDH1A1 block	aGlu spleen mod
O=C(NNc1ncccc1Cl)c1c(Cl)cccc1Cl	-4%	-0.1%	1%	3%	?	-5%	16%	nt
Nc1ccc(CCc2nc3ccccc3o2)cc1	-8%[46.1 µM]	0.5%	3%	-22%	2%	2%	-1%	2%

(cont.)
Values run as follows: NPSR antag	Epigenetic derep	aGal spleen mod	Tau fluor counter	GAA glycogen mod	GAA inhib	ALDH1A1 block	aGlu spleen mod
NC(=O)c1ccc(-n2nnnc2Oc2ccccc2C(=O)N2CCOCC2)cc1
    -1%[46.1 µM]	-0.8%	6%	8%	-12%	-3%	13%	1%
COC(=O)c1cc2ccsc2n1Cc1nc(-c2ccc(Cl)cc2)oc1C
    -9%[46.1 µM]	-1.2%	5%	-13%	-17%	-2%	6%	-11%
COc1ccc(/C=N/Nc2nnc(Cc3ccccc3)c(=O)[nH]2)cc1
    40%	-2.0%	-14%	-1%	-4%	0%[15.4 µM]	3%	10%
CN(C)NC(=S)NC1(C)CCS(=O)(=O)C1 (stereo unspecified)
    6%	1.1%	-3%	2%	-8%	nt	nt	6%
NS(=O)(=O)c1ccc(NC(=O)COC(=O)c2ccc(Cl)nc2)cc1
    7%	1.2%	-1%	2%	3%	-2%	13%	0%
CSC1=N/C(=C\c2cccc(Cl)c2)C(=O)N1N(C)C
    -7%	-1.3%	3%	-8%	-1%	?	-14%	-1%
C=CCNc1oc(-c2cccs2)nc1S(=O)(=O)c1ccccc1
    -23%	1.1%	8%	-16%	-25%	9%	-4%	3%
Cc1ccc(NC(=O)Cn2cccc2)c(C)c1
    -1%[46.1 µM]	0.0%	3%	-1%	-4%	?	-1%	4%
O=C(COC(=O)/C=C/c1ccccc1)Nc1cccc(Oc2ccccc2)c1
    5%	-1.6%	6%	?	2%	?	-3%	0%
CC(C)(C)c1ccc(OCCn2ccccc2=O)cc1
    2%[46.1 µM]	-1.0%	-2%	-12%	4%	1%	8%	-3%
O=C1N(CN2CCN(Cc3ccccc3)CC2)c2ccccc2C12OCCCO2
    11%	-0.4%	-8%	4%	1%	3%	-12%	-4%
Cc1ccc(S(=O)(=O)NN=C2CCC(C(C)(C)C)CC2)cc1[N+](=O)[O-] (stereo unspecified)
    6%	-1.1%	0%	-4%	-2%	1%	6.3µM*	1%
CC1=NCCN1S(=O)(=O)c1ccccc1[N+](=O)[O-]
    29%	1.1%	3%	-5%	6%	0%	7%	6%
COc1ccccc1/C=C1\S/C(=N/NC(=O)c2cccc(Br)c2)NC1=O
    -27%[46.1 µM]	1.3%	-4%	?	1%	?	-7%	-4%
Cc1c(CN2CCCC(C)C2)c(O)n(CCO)c(=O)c1C#N (stereo unspecified)
    -20%	-1.1%	-3%	-2%[2.34 µM]	-6%	10%	2%	14%
Cc1ccc2c(c1)C(=C(C#N)C#N)C(=O)N2CCN1CCOCC1
    -29%	1.0%	0%	-28%	-3%	nt	nt	6%
COc1ccc(NC(=O)CSc2nnc(NC(C)=O)s2)c([N+](=O)[O-])c1
    -2%	-2.3%	-10%	1%	20%	?	11%	-1%
COc1ccc2c(c1OC)C(=O)N(c1ccccn1)C2
    -6%[46.1 µM]	2.4%	-12%	-9%	6%	-4%	?	-4%
c1ccc(-n2ncc3c(NCCN4CCCCC4)ncnc32)cc1
    5%[46.1 µM]	1.6%	23%	0%	-11%	-2%	?	-6%
CCCc1nc2sc3c(c2c(=O)n1N)CCC3
    -3%[46.1 µM]	-1.0%	-2%	-6%	-2%	-3%	?	-1%
Cc1c(Cl)c([N+](=O)[O-])nn1CC(=O)N1CCc2ccccc2C1
    -28%[46.1 µM]	1.7%	10%	-14%	-7%	13%	?	-3%
COc1ccc(C2C(C#N)=C(N)Oc3n[nH]c(-c4ccccn4)c32)c(OC)c1OC (stereo unspecified)
    -17%[46.1 µM]	-2.2%	16%	-6%	-22%	-2%	?	10%
CCOC(=O)N1CCC(=NNc2nc3ccccc3s2)CC1
    16%	-0.7%	-2%	-20%	?	1%	1%	-7%
O=C(Nc1ccccc1)Nc1ccc(-n2ccc(C(F)(F)F)n2)cc1
    -1%[7.67 µM]	-1.4%	5%	?	1%	nt	nt	2%
Cc1ccc(C)c(-c2nnc(OCC(=O)Nc3cc(C)on3)c3ccccc23)c1
    ?	1.0%	-13%	-11%	5%	-6%	0%	-3%
CN(C)S(=O)(=O)c1ccc(NC(=O)c2cc(F)c(F)cc2Cl)cc1
    -18%[46.1 µM]	-1.2%	-1%	-8%	0%	7%	3%	1%
O=C(Nc1ccccc1)C1=C(N2CCOCC2)/C(=C/c2cccnc2)CC1
    -12%[46.1 µM]	-1.0%	-4%	-13%	-4%	-2%	-12%	-2%
COc1ccc(N2CCN(C(=O)C3CC(=O)N(c4ccc(C)cc4)C3)CC2)cc1 (stereo unspecified)
    -3%	-1.4%	6%	-8%	-4%	5%	-12%	3%
NC(=O)NC(=O)C[n+]1cccc(/C=N/O)c1
    8%	-2.8%	-5%	2%	6%	-1%	8%	-4%
CCOC(=O)Cc1cc(=O)n2[nH]c(C)c(-c3ccccc3OC)c2n1
    11%	0.0%	4%	-5%	9%	-5%	6%	9%
CC(=O)N1CN(Cc2ccccn2)Cc2c1sc1c2CCCC1
    -3%[46.1 µM]	-1.0%	3%	-5%	4%	9%	?	-1%
Cc1cc(O)c2c(-c3ccccc3)cc(=O)oc2c1
    -12%[46.1 µM]	-2.1%	-3%	1%	1%	-3%	?	-5%
CCN(CC)S(=O)(=O)c1ccc(/C=C/C(=O)Nc2cccc(F)c2)cc1
    -36%	1.0%	-13%	?	4%	-12%	?	-22%
COC(=O)C1C(=O)/C(=C(/C)N2CCCC2)C(=O)CC1(C)C (stereo unspecified)
    -6%[46.1 µM]	1.4%	4%	-1%	3%	4%	?	2%
COc1nc(NCc2cccnc2)nc(NC2CCCCC2)n1
    6%	-5.6%	0%	11%	9%	-13%	-5%	2%
CN(CCc1cn[nH]c1)C(=O)CC1C(=O)NCCN1Cc1ccccc1C(F)(F)F (stereo unspecified)
    -43%	4.4%	0%	-11%	6%	?	-3%	4%
NS(=O)(=O)c1ccc(NC(=S)NCc2ccco2)cc1
    -6%	-2.6%	1%	-10%	-11%	11%	6.3µM*	8%
Nn1c(SCc2ccccc2)nnc1-c1ccco1
    2%[46.1 µM]	0.0%	-1%	3%	1%	?	-2%	-4%
CCOc1ccc2ccccc2c1CNc1nnnn1C
    7%	-1.3%	4%	-16%	4%	12%	0%	7%
COc1cccc(NC(=S)N(CCCN2CCC(C)CC2)Cc2cccs2)c1
    -14%	-1.4%	1%	-4%	-3%	-4%	-3%	-19%
CCCn1cc(S(=O)(=O)CC(=O)Nc2ccc(OC)cc2OC)c2ccccc21
    -13%[46.1 µM]	-1.0%	0%	-16%	-2%	-10%	-15%	-1%
Cc1noc2ncnc(Oc3ccc(F)cc3)c12
    -7%[46.1 µM]	-0.1%	-4%	-1%	-8%	-1%	16%	-10%
